Screening data as filed in PubChem.
Glyco luc inh = blocks N-linked glycosylation in D54 reporter cells. D54 ERlucT glycosylation luciferase reporter, 24 h; percent of 100 nM tunicamycin response. reporter increase, % at 12.5 µM. AID 588692. 360,000 compounds, 0.23% hits;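 active means mean luciferase reporter signal, scaled so untreated is 0 and the glycosylation-blocking control 100, at or above a set limit in every replicate; inconclusive means mean reaches the limit but not every replicate does; inactive means mean below the limit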;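 further: luciferase carries N-glycosylation sites so blocking glycosylation raises the light; 0% = median of neutral control wells and 100% = median of 100 nM tunicamycin wells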
Exocytosis inh = blocks lytic granule exocytosis; TALL-104 LAMP-1 surface exposure, flow cytometry; cells stimulated with thapsigargin and PMA; inhibition, % at 10 µM; 360,000 compounds, 0.66% hits; AID 651702;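 active means inhibition above about 55%, limit read from the data; inconclusive means no clear call, values can overlap the other calls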
MC4R antag cAMP = blocks human MC4R cAMP signaling; P32245; MC4R-expressing cells, MTII-stimulated cAMP, LANCE TR-FRET; inhibition, % at 6.5 µM; 360,000 compounds, 0.48% hits; AID 540295;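 active means inhibition above its plate's cutoff, the mean of tested wells on that plate plus 3 SD, cut at about 29% in these data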;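 further: 0% = Melanotan II alone and 100% = Melanotan II plus saturating MCL0020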
Target sequence (P32245 whole entry, looked up): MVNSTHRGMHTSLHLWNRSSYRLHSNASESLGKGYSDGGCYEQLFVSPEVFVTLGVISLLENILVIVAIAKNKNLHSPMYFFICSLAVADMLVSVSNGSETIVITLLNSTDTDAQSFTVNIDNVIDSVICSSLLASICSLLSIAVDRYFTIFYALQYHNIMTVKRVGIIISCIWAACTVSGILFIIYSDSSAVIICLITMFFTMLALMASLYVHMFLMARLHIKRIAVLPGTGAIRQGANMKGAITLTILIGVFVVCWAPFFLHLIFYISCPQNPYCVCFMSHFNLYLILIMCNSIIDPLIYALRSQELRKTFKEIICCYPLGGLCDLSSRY
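System: U2OS-MC4R stable cell line; Technique: Eu-cAMP/anti-cAMP TR-FRET, emission 671 nm; Repeats: single well per compound; Also added: Melanotan II; Dosing: one concentration, 6.5 µM nominal; Schedule: 30-min compound, 1-h challenge, 1-h detection, room temperature.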
ABHD5-PLIN5 inh = ABHD5-PLIN5 protein interaction inhibition. 360,000 compounds, 0.78% hits. inhibition, % at 4 µM. Q00G26+Q8WTS1. Split G. princeps luciferase complementation, luminescence, 4 h;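 active means inhibition above the mean inhibition across every tested compound plus 3 SD, cut at about 22% in these data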;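 further: 0% = DMSO only wells and the 100% control is not disclosed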
hiPSC survival = increases survival of single human iPS cells. hiPSC single-cell survival, ATPlite luminescence; 100% = ROCK inhibitor wells, 0% = DMSO. survival enhancement, % at 20 µM. 360,000 compounds, 0.044% hits; in the data active means survival enhancement above about 18%;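 further: cells exposed to compounds for 16 hours before the ATP read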
Cardio protect = protects H9c2 cardiomyocytes from peroxide injury | H2O2 injury protection, ATPLite, 2 h | protection from H2O2 cell death, % at 20 µM | 360,000 compounds, 0.63% hits | AID 588492;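 active means compounds giving at least 50% protection of heart cells from peroxide-induced death in the single-dose screen, raw or plate-pattern-corrected value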;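 further: 0% = DMSO wells with peroxide and 100% = DMSO wells without peroxide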
aDG glyco up = alpha-DG glycosylation activation; Pro5-aDG cells, alpha-DG glycosylation AlphaScreen (IIH6); 0% Pro5, 100% B10-LARGE cell signal; activation, % at 10 µM; 360,000 compounds, 0.22% hits;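 active means activation of at least 8% versus controls, or a plate z-score of at least 8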;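 further: Pro5 are CHO cells carrying HIG-tagged alpha-DG that lacks glycosylation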
MC4R barr agon = activates human MC4R beta-arrestin recruitment; activation, % at 8.9 µM; 360,000 compounds, 0.98% hits; AID 540308; U2OS MC4R beta-arrestin complementation, luminescence; percent of melanotan II response, DMSO zero; P32245;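 active means activation above a per-plate cutoff, the mean activation of sample wells on that plate plus 3 SD, cut at about 8% in these data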
m5-HT2A agonist = mouse HTR2A agonism via beta-arrestin recruitment | AID 624169 | activation, % at 7.6 µM | CHO-K1 mHTR2A beta-arrestin complementation, luminescence; percent of 30 µM serotonin response | 360,000 compounds, 0.66% hits;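 active means activation above a run cutoff, the mean activation of all tested compounds plus 3 SD, cut at about 14% in these data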;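 further: 0% = plate median of compound wells and 100% = 30 µM serotonin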
Target sequence (P35363 whole entry, looked up): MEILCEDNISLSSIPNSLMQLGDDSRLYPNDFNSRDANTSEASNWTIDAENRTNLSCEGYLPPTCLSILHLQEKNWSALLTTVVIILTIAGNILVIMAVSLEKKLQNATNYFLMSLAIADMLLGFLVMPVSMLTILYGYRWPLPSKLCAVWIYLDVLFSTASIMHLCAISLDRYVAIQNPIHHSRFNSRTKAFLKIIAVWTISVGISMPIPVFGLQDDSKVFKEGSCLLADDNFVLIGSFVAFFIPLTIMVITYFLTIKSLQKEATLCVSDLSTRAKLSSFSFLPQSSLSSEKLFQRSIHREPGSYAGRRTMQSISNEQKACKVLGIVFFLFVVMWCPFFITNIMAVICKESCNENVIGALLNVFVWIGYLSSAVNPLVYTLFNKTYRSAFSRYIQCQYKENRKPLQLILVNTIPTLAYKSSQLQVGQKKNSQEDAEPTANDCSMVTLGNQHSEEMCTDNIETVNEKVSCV
ABCB6 inh 2 = inhibitors of human ABC transporter ABCB6 | Q9NP58 | K562-ABCB6 porphyrin accumulation, flow cytometry, 1 h; stronger effect = lower value | fluorescence ratio to DMSO, % at 10 µM | 360,000 compounds, 0.19% hits | AID 602162;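 active means fluorescence ratio to DMSO below 75%, the collection mean minus 3 SD; inconclusive means too few cells collected in the well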;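 further: signal is porphyrin accumulated inside mitochondria; 100% equals median channel fluorescence of DMSO control wells; lower ratio means ABCB6 inhibition with less porphyrin fluorescence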
* = called active by the depositor; ? = inconclusive; . = not tested or not shown.

SMILES	Glyco luc inh	Exocytosis inh	MC4R antag cAMP	ABHD5-PLIN5 inh	hiPSC survival	Cardio protect	aDG glyco up	MC4R barr agon	m5-HT2A agonist	ABCB6 inh 2
Nc1nnc(-c2ccc([N+](=O)[O-])o2)s1	7.3	-0.8	-3.9	1.4	-2.4	-1.7	7.9*	1.7	3.7	101.0
COc1cccc(CN2CCNC(=O)C2CC(=O)NC2Cc3ccccc3C2)c1 (stereo unspecified)	-0.4	-1.1	18.2	-4.5	0.5	3.0	1.4	-2.2	5.6	95.0
Cc1c(C(=O)NCc2ccc3c(c2)OCO3)oc2ccc(Br)cc12	-0.4	-2.1	17.8	-5.5	-2.1	-2.6	0.1	2.6	-4.6	102.0
Cc1ccc(/C=C2\SC(=S)N(NS(=O)(=O)c3ccc(C)cc3)C2=O)cc1	2.5	1.5	11.2	1.3	-0.3	-4.5	0.0	2.3	0.9	101.0
NC1=NC(=O)C2(COC(c3ccncc3)OC2)S1 (stereo unspecified)	1.5	0.3	3.2	-0.1	-0.8	8.9	0.0	-1.6	1.8	96.0
NCCC(=O)NC[C@H]1O[C@@H](n2cnc3c(N)ncnc32)[C@H](O)[C@@H]1O	1.1	-0.4	-3.1	2.4	0.0	11.6	-0.2	-3.0	-2.6	100.0
CCCc1cc(C(=O)OC)c(NC(=O)CCCC(=O)O)s1	1.9	-7.2	8.1	0.8	0.4	4.0	0.0	-2.5	0.0	91.0
Cc1ccn2cc(-c3cccc(NC(=O)CCC(=O)O)c3)nc2c1	1.9	7.0	-3.7	0.2	-0.5	-18.6	0.1	-1.9	2.8	102.0
Cn1ccnc1Sc1nnnn1-c1ccccc1	0.8	0.6	1.3	2.9	-1.1	1.8	0.0	-2.2	6.7	96.0
Cc1sc(NC(=O)Cn2cnnn2)nc1-c1ccc(Cl)cc1	1.0	-1.2	-2.3	-2.9	1.2	-4.8	0.0	-2.4	-5.3	93.0
OCCC#Cc1ccc(CN2CCN(C3CCCCC3)C(CCO)C2)cc1 (stereo unspecified)	-0.4	2.2	-6.0	0.3	1.5	2.4	-0.2	-0.5	3.4	101.0
Cc1onc(-c2c(Cl)cccc2Cl)c1NC(=O)N1CCSCC1	1.1	-2.3	-2.0	6.1	-0.4	-2.0	-0.1	-2.5	10.5	93.0
Cc1nc(-c2cccnc2)sc1C(=O)Nc1ccc(F)cc1F	2.6	-1.1	2.8	-1.6	-2.5	1.2	0.0	1.4	-1.3	94.0
CCCCCCOC(=O)c1ccc(N)cc1	-1.4	-1.5	-5.0	-8.1	-0.1	-3.1	0.1	3.8	-0.7	90.0
O=C(CSc1nc2cc(Cl)ccc2s1)NCc1ccc2c(c1)OCO2	-4.9	2.1	2.5	3.3	0.3	2.4	0.4	9.5*	4.2	97.0
CCOC(=O)C1=C(CS(=O)(=O)c2ccc(F)c(C)c2)NC(=O)NC1c1ccc(O)c(O)c1 (stereo unspecified)	0.0	9.4	0.2	2.7	-0.6	-2.6	-0.2	-0.6	2.5	83.0
O=C(NCc1cccs1)c1ccc2sc(C3=C[C@@H](O)[C@@H](O)[C@@H](CO)O3)nc2c1	0.3	4.0	2.4	1.6	-1.6	2.1	-0.1	-1.7	7.0	99.0
Cc1ccc(SCC(=O)Nc2ccc(C(=O)Nc3ccc(O)cc3)cc2)cc1	-0.3	-3.3	-5.2	-7.1	1.2	5.6	0.3	10.8*	1.1	102.0
COc1ccc(CC(=O)N/N=C/c2ccc(Cl)s2)cc1OC	-2.7	-4.1	-6.0	-6.2	2.0	-4.5	0.0	-0.4	1.1	98.0
O=C(CCCOc1ccccc1)Nc1nnc(C2CCCO2)s1 (stereo unspecified)	3.2	-0.2	6.4	1.8	-0.1	3.6	0.0	-1.4	1.0	96.0
O=C(Nc1ccc2nc(-c3ccco3)[nH]c2c1)c1cccs1	-2.6	-1.0	0.4	15.3	-3.6	-16.5	0.0	-0.4	-0.3	95.0
COc1ccc(OC)c2c1CC(C)(C)NC2=O	-0.3	1.0	10.5	7.7	2.0	5.5	-0.3	-0.7	1.3	104.0
Cc1ccc(C)c(S(=O)(=O)Nc2ccc(C(=O)NCCCN3CCOCC3)cc2)c1	0.0	-13.3	4.0	-5.6	-0.4	2.0	-0.1	-4.1	-4.9	88.0
Cc1cc(OC(=O)c2ccc(F)cc2)c([N+](=O)[O-])c(=O)[nH]1	-0.9	6.8	7.4	-1.5	0.6	2.7	0.0	-0.9	9.5	102.0
Cn1ncc(Cl)c1C(=O)NNC(=O)Nc1cccc2ccccc12	-0.7	3.8	0.2	2.9	-0.4	6.8	-0.2	-4.1	0.2	98.0
Cc1cc(Cl)c2ccccc2n1	-1.3	-0.3	9.6	0.8	1.2	5.0	-0.1	-1.1	1.0	99.0
CCCCNc1ncnc2c1cnn2-c1ccc(Cl)cc1	10.3	5.0	-9.4	5.0	-1.7	-6.2	-0.1	1.1	-0.6	99.0
CCOC(=O)C(C(=O)OCC)C1CCS(=O)(=O)C1 (stereo unspecified)	0.7	2.1	5.2	1.9	3.2	-9.1	-0.1	-1.4	2.3	97.0
Cc1noc(C)c1S(=O)(=O)N1CCC(C(=O)c2ccccc2)CC1	1.7	-0.8	-7.0	5.0	0.0	-4.5	0.0	1.4	-5.2	104.0
O=C(NC(=S)NCc1ccccc1)c1cccs1	-4.0	-2.1	-2.4	-5.0	0.3	-3.1	-0.4	-1.1	-8.1	95.0

3 compounds out of the list above, ordered by the number in Glyco luc inh, descending:
smiles	Glyco luc inh
Cc1noc(C)c1S(=O)(=O)N1CCC(C(=O)c2ccccc2)CC1	1.7
Cc1cc(Cl)c2ccccc2n1	-1.3
O=C(NC(=S)NCc1ccccc1)c1cccs1	-4.0

More records.
SMILES	Glyco luc inh	Exocytosis inh	MC4R antag cAMP	ABHD5-PLIN5 inh	hiPSC survival	Cardio protect	aDG glyco up	MC4R barr agon	m5-HT2A agonist	ABCB6 inh 2
CC1(C)Cc2c(sc(NC(=O)C(=O)N3CCCCC3)c2C(N)=O)CO1	-1.7	-0.6	8.4	-4.2	0.1	3.7	-0.6	1.1	1.8	99.0
O=C(CCS(=O)(=O)c1ccccc1)Nc1ccc2c(c1)OCO2	-0.5	-1.7	2.2	2.6	-0.7	5.9	-0.5	-1.3	3.0	92.0
O=C(CNC(=S)N(CCCN1CCOCC1)Cc1cccs1)NC1CCCCC1	-0.8	-1.3	-5.2	-5.9	-0.2	2.3	0.3	-0.1	-1.0	95.0
CC(=O)OCCNc1cc(SC(C)C)c2nonc2c1[N+](=O)[O-]	3.0	-3.9	7.9	-8.6	0.7	-3.2	0.0	0.6	3.0	96.0
Cc1ccc(S(=O)(=O)N2CCC(C(=O)N3CCC(C(=O)NCC4CCCO4)CC3)CC2)cc1 (stereo unspecified)	1.9	-2.7	6.8	7.9	-0.6	-1.2	0.0	-0.7	1.8	99.0
Cc1ccc(S(=O)(=O)N2CCN(CCc3ccncc3)CC2)cc1	-0.2	5.0	4.8	0.8	-3.2	5.6	-0.4	0.0	-3.7	99.0
O=C(CSc1nc2c(cnn2-c2ccc(F)cc2)c(=O)[nH]1)N1CCCCC1	2.2	-1.4	13.8	5.3	1.1	0.3	0.3	0.5	15.2*	96.0
Cc1ccc(C)c(OCCCC(=O)O)c1	-1.9	-3.0	4.8	0.6	-0.4	7.8	-0.2	0.8	5.3	105.0
Clc1cccc(CN2CCSCC2)c1Cl	-0.2	1.0	3.8	-3.5	0.3	1.2	0.0	1.3	0.6	92.0
Cc1nn(Cc2ccc(Cl)c(Cl)c2)c(C)c1NC(=O)c1cc(-c2ccc3c(c2)OCO3)on1	-3.3	6.1	-4.6	2.5	-0.8	-17.1	3.0	4.3	-0.4	99.0
CCOC(=O)c1c(-c2ccccc2Cl)csc1NC(=O)CSc1nc(C)cc(=O)[nH]1	1.5	6.1	3.1	5.5	8.1	-11.3	0.1	3.9	13.8	105.0
COC(CNC(=O)CN1C(=O)COc2ccc(S(=O)(=O)N3CCOCC3)cc21)OC	3.2	-1.5	6.3	-2.9	-0.2	-4.4	0.2	-0.4	-0.1	102.0
O=C(N/N=C1/CC2C=CCC12)c1cccs1 (stereo unspecified)	.	-1.1	0.6	-4.5	-0.3	-1.4	-0.1	-1.9	0.3	101.0
NS(=O)(=O)c1ccc(CNC(=O)Cc2ccccc2F)cc1	2.6	-1.0	7.8	-3.2	0.0	-1.6	-0.2	-1.3	0.0	102.0
CCC(C)NC(=O)Nc1ccccc1F (stereo unspecified)	3.2	1.2	-1.2	1.9	-0.1	-6.8	0.2	-0.4	1.2	98.0
O=C(CCSc1ccccn1)c1ccccc1	-0.5	?	7.4	-9.7	-1.6	-10.9	1.0	-1.5	2.6	104.0
Cc1cc(C)c(C)c(OCCCCn2cnc3ccccc3c2=O)c1	9.1	-4.9	3.8	-0.6	0.7	-7.3	0.2	-1.7	-1.2	102.0
COc1ccc(CCNC(=O)CCn2c(=O)c3cccn3c3ccc(F)cc32)c(OC)c1OC	0.0	0.5	5.3	2.8	-0.5	11.5	-0.1	-2.9	1.3	103.0
CC(C)=NNc1cc([N+](=O)[O-])cc2c1C(=O)N(C)S2=O (stereo unspecified)	1.8	8.3	8.1	-19.8	-2.6	1.2	0.2	-3.7	-1.8	96.0
NC(=O)c1cc([N+](=O)[O-])ccc1NCc1ccc(O)cc1	4.2	-3.7	0.7	3.2	1.2	-6.1	-0.1	-0.3	-8.1	95.0
Cn1c(=O)cc(OCC(=O)NCCc2ccc(Cl)cc2)c2ccccc21	1.5	-3.0	3.9	-1.8	0.0	1.1	-0.3	-0.2	-6.2	104.0
COc1ccc2c(c1OC)C(=O)N(c1nccs1)C2	0.3	1.7	-7.9	1.5	3.2	23.5	0.0	-2.5	6.1	92.0
Cc1cccc(N(Cc2ccccc2)C(=O)CN2C(=O)NC3(CCCC3)C2=O)c1	-1.6	-0.6	5.2	-4.6	-0.5	-3.3	0.2	-0.1	1.9	94.0
O=C(N/N=C/C(Br)=C/c1ccccc1)c1cc(-c2ccco2)[nH]n1	23.2	13.4	8.7	24.6*	-0.3	0.6	-0.1	-2.0	-4.2	100.0
COc1ccc(-c2nn(-c3ccccc3)cc2C(=O)Nc2nc(CC(C)=O)ns2)cc1	-1.2	-0.2	5.2	6.8	9.5	30.2	-0.2	6.7	1.3	94.0
CC1CCN(C(=O)CN2C(=O)C(=O)c3ccccc32)CC1	0.4	8.8	0.7	-14.8	0.1	11.2	0.6	-0.3	3.6	114.0
Cc1ccc(OCCN2CCN(C)CC2)c([N+](=O)[O-])c1	1.7	-1.9	5.7	-0.8	1.0	7.0	0.0	-1.3	0.5	98.0
Cc1nc2c(n1C1CCCCC1)C(=O)c1ccccc1C2=O	-0.1	-2.4	-2.4	-4.8	1.5	4.2	0.1	1.3	8.0	97.0
